Screening data deposited in PubChem BioAssay by NCI.
NCI-60 one-dose screen, 48 h, at 10 µM unless noted. Numbers give growth in % (100 = growth as untreated, 0 = no growth, -100 = all killed).
A549/ATCC: A549/ATCC NSCLC; 81,000 tested, 3.7% active; AID 1794740
MALME-3M: MALME-3M melanoma; 78,000 tested, 5.8% active; AID 1794766
UACC-62: UACC-62 melanoma | 81,000 tested, 5.4% active | AID 1794756
UACC-257: UACC-257 melanoma; 78,000 tested, 4.4% active; AID 1794764
M14: M14 melanoma | 80,000 tested, 6.2% active | AID 1794745
HOP-62: HOP-62 NSCLC | 80,000 tested, 3.9% active | AID 1794735
EKVX: EKVX NSCLC; 71,000 tested, 3% active
HOP-92: HOP-92 NSCLC cells | 71,000 tested, 6.3% active
The depositor's hits bear a star; . = not tested or not shown; & = joins results of further samples. The calls were made as follows: active = growth percent below 10; inactive = the rest. This is a random part of the collection; any-hit rate near 10%.

Field names – A = A549/ATCC; B = MALME-3M; C = UACC-62; D = UACC-257; E = M14; F = HOP-62; G = EKVX; H = HOP-92
(1) COC(=O)CCCCCCCCC1(C)C=CC(C(C)O)=CC1 (stereo not drawn)
  A: 94; B: 105; C: 107; D: 108; E: 110; F: 101; G: 102; H: 93

(2) Clc1cc(Cl)c2c(c1)C=C1CSCC3=Cc4cc(Cl)cc(Cl)c4OC13O2
  A: 102; B: 94; C: 94; D: 103; E: 100; F: 98; G: 101; H: 94

(3) CC(C)C[C@@H]1NC(=O)[C@H](Cc2ccccc2)NC(=O)[C@@H]2CCCN2C(=O)[C@H]([C@@H](C)O)NC(=O)[C@@H]2CCCN2C(=O)[C@H](Cc2ccc(O)cc2)NC(=O)[C@@H]2CCCN2C(=O)[C@H](Cc2ccccc2)NC(=O)[C@@H]2CCCN2C(=O)[C@H](CC(C)C)NC1=O
  A: 105; B: 128; C: 96; D: 109; E: 98; F: 106; G: 199; H: 94

(4) O=C1c2ccccc2-c2nc3ccccc3n21
  A: 123; B: 111; C: 99; D: 127; E: 168; F: 148; G: 93; H: .

(5) CCCCCC(=O)OC1[C@@H](OC(=O)CCCCC)[C@@H](CNC(=O)NC)O[C@H]1n1cnc2c(NC(=O)Nc3ccccc3)ncnc21 (stereo partly drawn)
  A: 95; B: 111; C: 96; D: .; E: 111; F: 108; G: .; H: 88

(6) O=C(Nc1ccc2c(ccn2C(=O)c2cccc(F)c2)c1)c1cccnc1
  A: 87; B: 106; C: 90; D: 107; E: 108; F: 81; G: 74; H: 112

(7) OCCN1CCN(CCO)C1=S
  A: 94; B: 117; C: 91; D: 103; E: 105; F: 128; G: 127; H: 101

(8) FC(F)(F)COc1ccc(/C=N/NC(=S)Nc2ccccc2)cc1
  A: 105; B: 101; C: 95; D: 105; E: 109; F: 117; G: 97; H: 98

(9) CC(CO)(CO)c1ccccc1
  A: 97; B: 95; C: 107; D: 106; E: 98; F: 103; G: .; H: 95

(10) Oc1ccc(Nc2ncnc3c2cnn3-c2cccc(F)c2)cc1
  A: 99; B: 96; C: 85; D: 100; E: 101; F: 97; G: 99; H: 82

(11) Cn1cnc2nc(Cl)nc(Cl)c21
  A: 17; B: 56; C: 55; D: 60; E: -16*; F: 8.7*; G: 104; H: 31

(12) O=C(O)c1cn(C2CC2)c2cc(N3CCN(Cn4nc(-c5ccncc5)oc4=S)CC3)c(F)cc2c1=O
  A: 96; B: 97; C: 98; D: 95; E: 89; F: 102; G: 100; H: 105

(13) NC(=O)c1cc(Cl)ccc1NS(=O)(=O)c1ccccc1
  A: 103; B: .; C: 101; D: 99; E: 95; F: 98; G: .; H: .

(14) CN(C)CCNc1cccc2sc3ccc(O)cc3c(=O)c12
  A: 17; B: 1.1*; C: 58; D: .; E: 54; F: 46; G: .; H: 32

(15) Fc1ccc(C2Cn3nccc3N2)cc1 (stereo not drawn)
  A: 101; B: 99; C: 100; D: 102; E: 96; F: 99; G: .; H: 102

(16) Cc1ccc(C(N)(C(=O)O)c2ccccc2)cc1 (stereo not drawn)
  A: 84; B: 100; C: 98; D: 84; E: 99; F: 84; G: 95; H: .

(17) CC1=C(c2cc(-c3ccc(N(C)C)cc3)nc(=O)[nH]2)C(c2ccccc2)NC(=S)N1 (stereo not drawn)
  A: 109; B: 106; C: 99; D: 113; E: 109; F: 102; G: 99; H: 94

(18) Cc1[nH]c(=O)[nH]c(=O)c1CN1CCCCC1
  A: 107; B: 102; C: 112; D: 109; E: 99; F: 109; G: 100; H: 117

(19) CCOC(=O)C1=C(C(=O)c2ccccc2)C(c2ccc(Cl)cc2Cl)C(C(=O)c2ccccc2)=C(C(=O)OCC)N1
  A: 96; B: 89; C: 85; D: 95; E: 94; F: 96; G: 90; H: 89

(20) CCOC(=O)/C=C1\S/C(=N\Nc2cc(=O)[nH]c3ccc(Br)cc23)N(c2ccccc2)C1=O
  A: 103; B: 82; C: 79; D: 90; E: 90; F: 91; G: 97; H: 82

(21) Cc1ccccc1N/C=C/C(=O)c1ccc2c(c1)Nc1ccccc1S2
  A: 85; B: 84; C: 71; D: 88; E: 100; F: 96; G: 69; H: 84

(22) COC1=C(NC(C)(C)C)C(=O)C(OC)=C(NC(C)(C)C)C1=O
  A: 99; B: 84; C: 95; D: 101; E: 105; F: 88; G: 99; H: 127

(23) CN1C2CCC1CC(OC(=O)c1c[nH]c3ccccc13)C2 (stereo not drawn)
  A: 98; B: 111; C: 96; D: 108; E: 99; F: .; G: 111; H: 85

(24) CCc1cc2c(cc1Cn1c(C(=O)O)c(Cc3cccc(C(=O)O)c3)c(=O)c3cc(O)ccc31)OCO2
  A: 100; B: 105; C: 94; D: 101; E: 100; F: 106; G: 101; H: 91

(25) O=C(CCl)c1ccc2c(c1)[nH]c1ccccc12
  A: 97; B: 102; C: 89; D: 96; E: 96; F: 132; G: 103; H: .

(26) CCc1nnc(NC(=O)c2ccoc2COc2ccccc2)s1
  A: 62; B: 48; C: 35; D: 77; E: 12; F: 56; G: 58; H: 75

(27) CSc1nc2c(c(=O)n1C)C1(C(=O)Nc3ccccc31)c1c(nc(SC)n(C)c1=O)N2
  A: 108; B: 97; C: 91; D: 123; E: 100; F: 100; G: 89; H: 92

(28) Cn1c(=O)c2[nH]c(Cc3ccc(N)cc3)nc2n(C)c1=O
  A: 81; B: 101; C: 100; D: 89; E: 97; F: 92; G: 98; H: 88

(29) COc1c2ccoc2cc2oc(C)c(-c3cc(-c4ccc(F)cc4)c(C#N)c(N)n3)c(=O)c12
  A: 75; B: 94; C: .; D: .; E: 67; F: 62; G: 62; H: 37

(30) CCOC(=O)c1cc(C(=O)c2ccc(Cl)cc2)n2ccc(-c3cc[n+](CC(=O)c4ccc(OC)cc4)cc3)cc12
  A: 32; B: 100; C: 107; D: 101; E: 57; F: 88; G: 96; H: 68

(31) CC(C)CC1NC(=O)C(CC(C)C)N(CO)C1=O (stereo not drawn)
  A: 102; B: 101; C: 97; D: 102; E: 101; F: 107; G: 115; H: .

(32) COc1cc(-c2c(-c3ccccc3)c[nH]c2C(N)=O)cc(OC)c1OC
  A: 105; B: 100; C: 90; D: 100; E: 101; F: 105; G: 107; H: 100

(33) C[C@]12CCC(=O)C[C@@H]1CC[C@@H]1[C@@H]2CC[C@]2(C)OCCC[C@@H]12
  A: 97; B: 101; C: 99; D: 98; E: 107; F: 101; G: .; H: 63

(34) Nc1cc(C(F)(F)F)ccc1Br
  A: 101; B: 131; C: 102; D: 116; E: 111; F: 106; G: 112; H: 103

(35) CCCCc1nc(Cl)c(C2CC(C3C(=O)N(C)C(=O)N(C)C3=O)=NN2c2ccccc2)[nH]1 (stereo not drawn)
  A: 103; B: 111; C: 77; D: 98; E: 99; F: 98; G: 109; H: .

(36) CS(=O)(=O)c1nccc(-c2c(-c3ccc(O)cc3)nc3sccn23)n1
  A: 114; B: 92; C: 86; D: 116; E: 117; F: 97; G: 100; H: .

(37) Nc1ccc(-c2cc(-c3ccccn3)[nH]n2)cc1
  A: 106; B: 125; C: 98; D: 103; E: 106; F: 116; G: 109; H: 122

(38) O=C(Cn1ccc(Nc2ccccc2)cc1=O)Nc1ccccc1
  A: 100; B: 107; C: 115; D: 105; E: 101; F: 87; G: .; H: 107

(39) CN(C)c1cc(NN=C(c2ccc(O)cc2)c2ccc(O)cc2)c([N+](=O)[O-])cc1[N+](=O)[O-]
  A: 13; B: 153; C: 72; D: 25; E: 48; F: 58; G: 94; H: 73

(40) COc1ccc2nc(CC(=N)c3ccc(N(C)C)cc3)ccc2c1
  A: 89; B: 95; C: .; D: 100; E: 103; F: 116; G: 99; H: 74

(41) CN(C)CCCn1c(=O)c2cc([N+](=O)[O-])ccc2c2cnc3[nH]ccc3c21
  A: 41; B: 69; C: 75; D: 87; E: 68; F: 45; G: 62; H: .

(42) COC(=O)[C@]1(C)CCC[C@]2(C)[C@H]3C[C@@H]4[C@H]5[C@@H]6CC/C(=N\OCC/C(N)=N/O)[C@H]5[C@@]3(CC[C@H]21)CC4(C(C)C)O6
  A: 72; B: 82; C: 58; D: 80; E: 73; F: 81; G: 63; H: 65

(43) C=CCn1c(SCC(=O)Nc2cccc(C(=O)/C=C/c3cc(OC)c(OC)c(OC)c3)c2)nc2ccccc2c1=O
  A: 80; B: 71; C: 49; D: 81; E: 63; F: 46; G: 78; H: 48

(44) O=C(NOC(=O)c1ccccc1)c1ccccc1
  A: 120; B: 109; C: 109; D: 124; E: 104; F: 105; G: 96; H: 101

(45) Cc1ccc(NC(=O)Cn2nncc2CN2C(=O)CSC2=O)cc1C
  A: 102; B: 99; C: 102; D: 102; E: 105; F: 99; G: 91; H: 112

(46) [O-][n+]1cc(Cl)cc(Cl)c1
  A: 101&92; B: 121&108; C: 104&95; D: 95&98; E: 110&109; F: 111&99; G: 108; H: 88&94

(47) CN(C)c1ccccc1C(=O)N/N=C/c1ccc(F)cc1
  A: 99; B: 104; C: 108; D: 106; E: 107; F: 117; G: 113; H: 93

(48) OC1c2cc(Cl)ccc2-c2c(Cl)cc(Cl)cc21 (stereo not drawn)
  A: .; B: 67; C: .; D: .; E: 104; F: 80; G: 40; H: .

(49) Cc1c(N(C)C)c(=O)n(-c2ccccc2)n1C
  A: 111&96; B: 110&99; C: 98; D: 104&110; E: 90; F: 111&104; G: 103&101; H: 94

(50) CCOC(CCC#N)c1ccc(Cl)cc1 (stereo not drawn)
  A: 98; B: 107; C: 98; D: 98; E: 111; F: 103; G: 101; H: .

(more compounds)
Field names – A = A549/ATCC; B = MALME-3M; C = UACC-62; D = UACC-257; E = M14; F = HOP-62; G = EKVX; H = HOP-92
(51) CC(C)(C)c1cc([N+](=O)[O-])c(O)c([N+](=O)[O-])c1
  A: 72; B: 95; C: .; D: 82; E: 85; F: 69; G: 92; H: 86

(52) CCCCCCCCCCCCCCCCC/C(=N\Nc1ccc([N+](=O)[O-])cc1[N+](=O)[O-])c1ccc(Cl)cc1
  A: 103; B: 97; C: 100; D: 102; E: 102; F: 111; G: 113; H: 77

(53) CCN(Cc1ccc(S(=O)(=O)O)cc1)c1ccccc1
  A: 96; B: 100; C: 102; D: 90; E: 92; F: 94; G: 102; H: .

(54) O=C(Nc1ccccc1)Oc1ccc[nH]c1=O
  A: 108; B: 109; C: 90; D: 113; E: 97; F: 88; G: 98; H: .

(55) O=C(O)CNS(=O)(=O)c1ccc(Oc2ccc(S(=O)(=O)NCC(=O)O)cc2)cc1
  A: 101; B: 99; C: 99; D: 102; E: 100; F: 92; G: 97; H: 103

(56) CC(C)CCC(=O)[C@@H](C)[C@H]1[C@@H](OC2OCC(O)C(O)C2NS(C)(=O)=O)C[C@H]2[C@@H]3CC=C4C[C@@H](O)CC[C@]4(C)[C@H]3CC[C@]12C (stereo partly drawn)
  A: 33; B: 8.8*; C: -22*; D: -43*; E: -53*; F: 8.6*; G: 28; H: .

(57) O=C(CC(=O)Nc1ccc(Oc2ncnc3scc(Nc4n[nH]c(=S)s4)c23)cc1)Nc1ccc(Cl)cc1
  A: 83; B: 109; C: 54; D: 104; E: 108; F: 89; G: 76; H: .

(58) C=CCc1cc(/C(CC)=C(/CC)c2ccc(O)c(CC=C)c2)ccc1O
  A: 74; B: 74; C: 58; D: 62; E: 96; F: 100; G: 59; H: 101

(59) CCOC(=O)c1nc2cc(C#N)ccn2c1C(=O)c1cccs1
  A: 96; B: 108; C: 95; D: 91; E: 98; F: 92; G: 78; H: 104

(60) Cc1c(Cl)cccc1C(=O)Nc1nc2c(s1)CN(C(=O)Nc1cccc(C(F)(F)F)c1)CC2
  A: 22; B: 44; C: 28; D: 56; E: 18; F: 37; G: 46; H: 38

(61) CC(O)CC(=O)c1ccc(O)cc1 (stereo not drawn)
  A: 96; B: .; C: 112; D: 105; E: 95; F: 98; G: 106; H: 89

(62) CCCCCSc1nnc(-c2c(C)nc3ccc(Br)cn23)o1
  A: 99; B: 98; C: 77; D: 103; E: 91; F: 79; G: 74; H: 80

(63) N#Cc1cc([C@@H]2Nc3ccc4[nH]ccc4c3[C@H]3C4CCC(C4)[C@@H]23)ccc1F (stereo partly drawn)
  A: 90; B: 105; C: 81; D: 98; E: 99; F: 97; G: 90; H: 60
